# TNAP activators: human TNAP enzyme activators, primary screen, biochemical, luminescent, no phosphate acceptor, uHTS (AID 1001); hit rate 0.03% among 200,000; one-dose activation fold at 20 µM; EC50 in µM for titrated hits; Alkaline phosphatase, tissue-nonspecific isozyme (Homo sapiens); purified TNAP, luminescent activation assay, no phosphate acceptor; higher activation fold means a stronger effect; in the data active means activation fold from about 3, or a potency from the dose series; inactive means the rest, 99 in 100 with activation fold below about 1.6; further: many of its hits are not listed in these tables
# XIAP displacement: XIAP antagonists, biochemical, IAP family, fluorescence polarization (AID 1018); E3 ubiquitin-protein ligase XIAP (Homo sapiens); one-dose displacement, % at 20 µM; IC50 in µM for titrated hits; XIAP BIR domain, fluorescence polarization peptide displacement; higher % means a stronger effect; hit rate 0.007% among 200,000; in the data active means displacement above about 50%; further: a part of the inactive calls stands beside numbers as strong as those of hits
# Yfh1-depleted yeast: enhancers of respiration in Yfh1-depleted yeast, dose response, Friedreich's ataxia, plus single-dose screen (AID 1465); S. cerevisiae Yfh1-off respiration, WST-1 reduction, 72 h; higher fold induction means a stronger effect; fold induction at 50 µM, or EC50 in µM where a hit was titrated; hit rate 0.074% among 220,000;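 active means fold induction of absorbance versus untreated yeast above a set limit, then at least 30% activation at any dose in follow-up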;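 further: activators that raise dye reduction in frataxin-depleted yeast; strong numbers were not always called active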
# PMI inhibition: human PMI inhibitors, high substrate, primary screen, biochemical, fluorescence intensity, high mannose 6-phosphate (AID 1220) | hit rate 0.66% among 190,000 | one-dose inhibition, % at 20 µM; IC50 in µM for titrated hits | Mannose-6-phosphate isomerase (Homo sapiens) | recombinant PMI enzyme, coupled fluorescence intensity; higher % means a stronger effect
# WT yeast gro inh: growth inhibition of WT strain, primary screen, mitochondrial fusion inhibitor project, WT and mutant strains, chemical genetic; AID 1362, 2008; hit rate 2.1% among 190,000; mitochondrial fusion phenotypic screen; inhibition, % at 10 µM; in the data active means inhibition above about 58%; tested in S. cerevisiae
# P. falciparum M17LAP: P. falciparum M17LAP inhibitors, primary screen, biochemical, fluorogenic H-Leu-NHMec substrate, 1536-well (AID 1619); hit rate 0.38% among 220,000; Leucine aminopeptidase (Plasmodium falciparum (isolate 3D7)); inhibition, % at 30 µM; hits with a dose series show IC50 in µM; recombinant M17LAP, H-Leu-NHMec fluorogenic kinetic assay; higher % means a stronger effect;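 active means compound inhibiting the enzyme by more than half at any dose during confirmatory dose-response retesting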;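 further: plate controls were full reaction with DMSO carrier for no effect and no enzyme background for full effect; strong numbers were not always called active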
# PMI inhibitors: inhibitors of human PMI, primary screen, biochemical, fluorescence intensity, coupled assay (AID 1209) | Mannose-6-phosphate isomerase (Homo sapiens) | purified PMI enzyme, coupled fluorescence intensity; higher % means a stronger effect | inhibition, % at 20 µM; hits with a dose series show IC50 in µM | hit rate 0.42% among 190,000;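 further: plate controls were DMSO vehicle for no effect and wells lacking substrate for full effect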
# P. falciparum M1AAP: P. falciparum M1AAP inhibitors, biochemical, fluorogenic H-Leu-NHMec substrate, 1536-well (AID 1445). Aminopeptidase N (Plasmodium falciparum (isolate 3D7)). recombinant M1AAP, H-Leu-NHMec fluorogenic kinetic assay; higher % means a stronger effect. one-dose inhibition, % at 30 µM; IC50 in µM for titrated hits. hit rate 0.42% among 220,000;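 active means primary inhibition above the hit cutoff, then over 50% inhibition at one or more dose response concentrations, cut at about 23% in these data, passing the limit was not always enough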;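 further: plate controls were DMSO full reaction for no effect and no enzyme background for full effect; strong numbers were not always called active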
# LYP phosphatase: inhibitors of LYP phosphatase, biochemical, fluorescence intensity, uHTS (AID 1779) | Tyrosine-protein phosphatase non-receptor type 22 (Homo sapiens) | recombinant LYP phosphatase, fluorescence intensity; higher % means a stronger effect | one-dose inhibition, % at 11.5 µM; IC50 in µM for titrated hits | hit rate 0.054% among 290,000;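 further: plate controls were vehicle with enzyme for no effect and no enzyme for full effect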
# WT yeast gro inh mutant strain: further read-out of WT yeast gro inh, marked with its call; inhibition, %; mitochondrial fusion phenotypic screen, mutant strain inhibition
# Starred values were filed as active, the others as inactive; i = inactive; / = not tested or not shown; ! = not confirmed by another sample. Unless noted, no stated cut-off is given here; in the data, active means inhibition above about 50%; inactive means the rest.
canonical_smiles,TNAP activators,XIAP displacement,Yfh1-depleted yeast,PMI inhibition,WT yeast gro inh,WT yeast gro inh mutant strain,P. falciparum M17LAP,PMI inhibitors,P. falciparum M1AAP,LYP phosphatase
COC(=O)CSc1nnc(CCc2nc3ccccc3[nH]2)n1C,0.9,-3.8%,i,-6%,-6,-4,3%,-6%,1%,-5%
Cc1cc(C)cc(N(C(=O)c2ccc3c(c2)OCO3)C2C=CS(=O)(=O)C2)c1 (stereo not given),1.1,-4.5%,i,5%,1,19,-6%,7%,6%,-8%
CCCCNC(=O)N1CCN(c2ncccn2)CC1,1.1,-3.6%,i,-10%,-1,17,1%,-2%,4%,-4%
CCNc1nc2nc3ccc(C)cn3c(=O)c2cc1C(=O)NCC1CCCO1 (stereo not given),1,-5.8%,i,12%,-4,-8,i,18%,17%,-76%
COCc1nnc(NC(=O)c2cc(OC)c(OC)cc2[N+](=O)[O-])s1,1,-5.7%,i,18%,0,-7,10%,5%,4%,-7%
CCCCCCC1CCC(C(=O)N2CCOCC2)CC1 (stereo not given),1,-12%,i,3%,17,3,-1%,-2%,-3%,-6%
Cc1ccc(N2C(=O)[C@@H]3C(c4cccnc4)=NO[C@@H]3C2=O)cc1,/,/,i,/,/,/,6%,/,-2%,-10%
COc1ccc(C(=O)COC(=O)C(CCCCN2C(=O)C3C4C=CC(C4)C3C2=O)N2C(=O)C3C4C=CC(C4)C3C2=O)cc1 (stereo not given),1,-3.3%,i,-9%,2,-23,-5%,-7%,3%,-2%
Cc1ccc(-n2c(SCC(=O)N(C)C3CCS(=O)(=O)C3)nc3ccccc3c2=O)cc1 (stereo not given),1.1,-5.3%,i,-9%,6,9,-8%,-4%,0%,-6%
Cc1ccc(-n2c(COc3ccccc3)n[nH]c2=S)cc1,1.1,-6.1%,i,6%,23,-4,-5%,6%,5%,-1%
CSc1ccc(/C=C/C(=O)Nc2ccccc2)cc1,1.1,-6.3%,i,7%,19,20,2%,-4%,4%,1%
O=C(Nc1ccc2c(c1)OCO2)C1CCN(S(=O)(=O)c2ccc3c(c2)OCCO3)CC1,1.1,-1.7%,i,11%,-10,-19,-10%,12%,46µM*!,-8%
Cc1cccc(NC(=S)NCc2ccc3c(c2)OCO3)c1,1.2,-1.9%,i,-4%,-13,-15,2%,1%,3%,-6%
CCn1c(=O)c([N+](=O)[O-])c(Cl)c2ccccc21,1,-3.9%,i,-2%,62*,50*,-3%,-1%,-5%,-10%
CC1(C)Cc2c(c(-c3ccco3)nc3sc4c(NCCCO)ncnc4c23)CO1,/,/,i,/,/,/,15%,/,15%,-1%
CN(C)CC(CCCCC(CN(C)C)C(=O)c1ccccc1)C(=O)c1ccccc1 (stereo not given),/,/,i,/,/,/,15%,/,-2%,-4%
CC(C(=O)NCCCc1ccccc1)c1ccc([N+](=O)[O-])cc1 (stereo not given),1.1,-9.2%,i,12%,7,6,-1%,3%,-2%,0%
COc1ccc(Nc2nc(C)cc(=O)[nH]2)cc1,1.1,-11%,i,1%,-1,12,0%,6%,-2%,-3%
CCOC(=O)c1cn(-c2ccc(F)c(F)c2)c2c(F)c(F)c(F)c(F)c2c1=O,1.1,-3.4%,/,14%,-7,-4,4%,20%,1%,3%
CC(C)(C)C1CCC(OC(=O)CCC(=O)Nc2ccccc2)CC1 (stereo not given),1.1,-8.2%,i,20%,34,22,4%,29%,-3%,2%
O=C(Cn1cnc2c(nnn2Cc2ccc(F)cc2)c1=O)OCc1ccccc1,1.1,-1.4%,i,-2%,-8,9,2%,-1%,-1%,4%
Cc1cccc(OCC(=O)Nc2ccc(C(=O)c3ccc(C(=O)O)cc3)cc2)c1,1,-5.0%,i,-4%,6,-18,38%,-1%,3%,-4%
O=c1c2c(nc3nc(NCc4cccc5ccccc45)[nH]n13)CCC2,1.2,-4.5%,i,56%*,-23,-14,-3%,-11%,12%,5%
Cc1nc2ccccc2cc1C(=O)NCc1ccco1,1,0.2%,i,-11%,-15,3,29%,-8%,6%,1%
CCCc1nc2scc(-c3ccc(C)cc3)c2c(=O)n1N,1,-7.6%,i,0%,23,31,-1%,-2%,-12%,-3%
C=CCSc1nnc(Cc2cc(=O)[nH]c(=O)[nH]2)n1-c1cc(C)ccc1C,1,-6.2%,i,-13%,-8,4,17%,-17%,-6%,-5%
CCc1cc(C(=O)Nc2ccc(C)cc2Br)cs1,1.1,-4.0%,i,4%,3,1,35%,-8%,0%,-9%
CCCCC(CC)CNC(=O)CCCCn1c(=O)[nH]c2ccsc2c1=O (stereo not given),1.1,-1.7%,i,-3%,-12,-9,4%,-5%,5%,4%
COc1cc(C(=O)O/N=C2/C=CC(=O)C(C)=C2C)cc(OC)c1OC,1.1,-1.7%,/,66%*,-6,-7,10%,36%,4%,-2%
O=C(Nc1ccc(N2CCOCC2)c(Cl)c1)c1ncn[nH]1,1.1,-4.9%,i,15%,-14,-4,15%,13%,4%,-3%
Cc1cc(=O)oc2cc(OCC(=O)OCC(=O)NCc3ccc4c(c3)OCO4)ccc12,1.1,0.0%,i,-10%,20,4,1%,-7%,3%,-3%
Cn1nnnc1SCC(=O)NC(=O)c1cccc([N+](=O)[O-])c1,/,/,i,/,/,/,10%,/,4%,3%
O=C(COC(=O)Cc1ccsc1)NCc1ccccc1,0.8,-7.6%,i,1%,0,-18,-10%,9%,-3%,-10%
CN(C)/C=N/c1cc(=O)n(C)c(=O)n1Cc1ccccc1,1.1,-5.1%,i,-8%,-5,-9,14%,-6%,3%,-5%
O=C(CN1CCN(C(=O)c2cccc(F)c2)CC1)NC1CCCCC1,1.1,-1.8%,i,-6%,12,5,-18%,0%,-4%,-8%
O=C(COC(=O)c1cccc2ccccc12)NCC1CCCO1 (stereo not given),1.1,-3.4%,i,-13%,11,0,-10%,-14%,-6%,0%
COC(=O)[C@@H](NC(=O)N1CCC(C)CC1)C(C)C,/,/,i,/,/,/,-2%,/,6%,-5%
COC(=O)c1ccc(-c2cc(C(=O)O)c3cc4c(cc3n2)OCCO4)cc1,1,-6.2%,i,-2%,15,0,i,-2%,14%,-16%
COc1cc(NC(=S)N2CCN(C)CC2)c(OC)cc1Cl,1.1,-3.8%,i,16%,0,-9,-1%,9%,0%,8%
CC(=O)Nn1cc2c(c1-c1ccccc1)c(=O)n(C)c(=O)n2C,1.1,-4.6%,i,-34%,0,-1,-4%,-30%,7%,-2%
Cn1c(=O)c(NC(=O)c2ccccc2)c2n(c1=S)CCCCC2,1.1,-6.9%,i,-8%,11,2,10%,-7%,7%,-1%
O=C(Cc1ccccc1)N/N=C/C=C/c1cccc([N+](=O)[O-])c1,1,-4.5%,i,-4%,-4,8,5%,-8%,8%,-6%
O=C(NCC(=O)N1CC(O)CC1C(=O)N1CCCC1C(=O)OCc1ccccc1)OCc1ccccc1 (stereo not given),1.2,-7.2%,i,4%,-14,-15,17%,3%,5%,-6%
Cc1c(S(=O)(=O)Nc2ccc3c(c2)OCCO3)c(=O)n(C)c(=O)n1C,1.1,-8.9%,i,10%,-3,-4,-12%,7%,1%,-6%
COc1ccc2nc(NC(=O)C3CCCN(S(=O)(=O)c4c(C)noc4C)C3)sc2c1 (stereo not given),1.1,0.4%,i,27%,31,4,-2%,21%,7%,4%
C/C=C/CSc1nc2c(c(=O)[nH]c(=O)n2C)n1Cc1ccc(C)cc1,1.1,-4.8%,i,14%,2,-5,-1%,16%,15%,3%
CCOC(=O)C1(Cc2cccc(Cl)c2)CCCN(CCO)C1 (stereo not given),1,-8.1%,i,12%,8,9,-10%,17%,9%,-9%
CCc1ccccc1NC(=O)CCC(=O)OCC(=O)c1ccc(-c2ccccc2)cc1,1,-5.3%,i,-28%,2,18,10%,-25%,4%,2%
COc1cccc(-n2c(Cc3cc(=O)[nH]c(=O)[nH]3)nnc2SCc2cccnc2)c1,1.1,-0.6%,i,-10%,12,13,6%,-18%,9%,-4%
O=C(NC1CCCCCCC1)c1cc(F)c(F)cc1Cl,1,-3.8%,i,8%,-4,5,-3%,2%,7%,-6%
O=C(NCc1ccco1)c1cc2nc(C3CC3)cc(C(F)(F)F)n2n1,1.1,-3.3%,i,8%,16,10,8%,11%,3%,-2%
CCOC(=O)c1ccccc1NC(=O)Cc1ccccc1OC,1.1,-2.4%,i,13%,2,1,16%,13%,6%,0%
CC(=O)OC(C(=O)NCc1ccco1)c1ccncc1 (stereo not given),1.1,-5.3%,i,12%,11,8,3%,2%,0%,-9%
CCOC(=O)CSc1nc2sc(C)c(C)c2c(=O)[nH]1,1,-13%,i,9%,17,2,3%,12%,1%,-2%
CCOC(=O)C1=C(CSc2nc(CC)c(C)cc2C#N)OC(N)=C(C#N)C1c1ccccc1 (stereo not given),1.1,-6.7%,i,12%,24,19,0%,23%,13%,1%
CCOc1ccc(NS(=O)(=O)c2ccc(NS(=O)(=O)c3ccccc3)cc2)cc1,1.2,-5.3%,i,5%,4,11,15%,10%,1%,-10%
O=C(COc1ccccc1)NCCSc1ccccc1,1.1,-2.5%,i,-5%,-1,6,-2%,-6%,0%,-5%
CCn1ncc(/C=N/O)c1C,1.1,-5.9%,i,6%,3,7,0%,9%,-9%,-4%
CCOc1ccccc1CN1CCN(Cc2cc3ccccc3[nH]2)CC1CCO (stereo not given),1,-6.2%,i,-1%,6,5,-5%,5%,-4%,-8%
O=C(CC1SC(=Nc2cccc3ccccc23)N(Cc2ccccn2)C1=O)Nc1ccccc1Br (stereo not given),1.1,-7.8%,i,20%,36,0,-4%,7%,-1%,3%

# Whole records, looked up by structure. Values in the order: TNAP activators | XIAP displacement | Yfh1-depleted yeast | PMI inhibition | WT yeast gro inh | WT yeast gro inh mutant strain | P. falciparum M17LAP | PMI inhibitors | P. falciparum M1AAP | LYP phosphatase
# Shown for O=C(COC(=O)Cc1ccsc1)NCc1ccccc1 → 0.8 | -7.6% | i | 1% | 0 | -18 | -10% | 9% | -3% | -10%
# Shown for COc1ccc2nc(NC(=O)C3CCCN(S(=O)(=O)c4c(C)noc4C)C3)sc2c1 (stereo not given) → 1.1 | 0.4% | i | 27% | 31 | 4 | -2% | 21% | 7% | 4%
# Shown for CCn1ncc(/C=N/O)c1C → 1.1 | -5.9% | i | 6% | 3 | 7 | 0% | 9% | -9% | -4%

# High-throughput results from PubChem.
